Screening data deposited in PubChem BioAssay by The Scripps Research Institute Molecular Screening Center.
CHO-K1 Ca ag – counter-screen for M1 agonists: effect in parental CHO-K1 cells; Fluo-8 calcium fluorescence; scaled to maximal ATP response, vehicle zero; activation, % at 3 µM; 360,000 tested, 0.48% active; in the data active means activation above about 15%;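 further: untransfected CHO-K1 host cells lacking M1 receptor as counterscreen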
TAAR1 antag – human TAAR1 antagonists, primary screen, Fluo-8 calcium fluorescence, CHO RD-HGA16 cells. Trace amine-associated receptor 1 (Homo sapiens), Q96RJ0. 360,000 tested, 1.5% active. antagonist. inhibition, % at 3 µM;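 active means inhibition above a per-plate cutoff, the mean inhibition of test compounds on that plate plus 3 SD, cut at about 49% in these data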;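 further: 0% = DMSO plus EC80 beta-PEA response and 100% = DMSO alone without agonist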
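Material: RD-HGA16 CHO cells with stable hTAAR1 and Gα16; Dosing: single nominal final test compound concentration of 3 µM; Schedule: seeding 17-24 h prior, 75-min 37 °C, 30-min RT dye loading; Detection: kinetic Fluo-8 calcium fluorescence measurement; Measure: % inhibition from peak post-agonist over basal fluorescence ratio; Benchmarks: vehicle and agonist controls.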
CHO-K1 Ca PAM – nonselective calcium activators in parental CHO-K1 cells, primary screen, counter-screen for M1 PAM project, cell-based, Fluo-8 calcium fluorescence, full deck, 1536-well | AID 602247, 2012 | 360,000 tested, 0.02% active | ATP EC20; 0% at ATP EC20, 100% at ATP max | activation, % at 3 µM;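 active means activation above the run cutoff, the mean activation of all test compounds plus 3 SD, cut at about 40% in these data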;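 further: peak over basal fluorescence ratio in a 140 s read after ATP addition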
OXTR potentiate – human OXTR potentiators, primary screen, fluorescence, CHO-OTR cells, Fluo-8 calcium. activation, % at 3 µM. 320,000 tested, 0.061% active. Fluo-8 calcium fluorescence, potentiator mode; 0% = oxytocin EC15, 100% = EC100. Oxytocin receptor (Homo sapiens), P30559. AID 2445, 2010;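 active means activation above that plate's cutoff, the mean activation of tested compounds plus 3 SD, cut at about 6.6% in these data, passing the limit was not always enough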;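 further: 100% uses oxytocin at 75 nM as the full agonist control; some results filed as inactive read as strong as hits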
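Assay system: CHO cell line stably expressing human OTR. Reagent: EC15 oxytocin agonist. Dosing: single dose, 3.0 µM nominal final compound concentration. Timing: compound 6 min at room temperature before oxytocin, 100 s read. Signal: kinetic Fluo-8 calcium fluorescence. Controls: oxytocin EC15 low and EC100 high.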
V1aR counter – agonists of human V1a receptor, primary screen, counter-screen for OXTR agonist project, fluorescence, CHO-V1R cells; Fluo-8 calcium fluorescence, agonist mode; 0% DMSO, 100% 3 nM vasopressin; activation, % at 3 µM; 320,000 tested, 0.25% active;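 active means activation above the mean activation of all tested compounds plus 3 SD, per screening run, cut at about 20% in these data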;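 further: signal is peak over basal fluorescence ratio across a 100 second FLIPR read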
Target sequence (P37288 whole entry, looked up): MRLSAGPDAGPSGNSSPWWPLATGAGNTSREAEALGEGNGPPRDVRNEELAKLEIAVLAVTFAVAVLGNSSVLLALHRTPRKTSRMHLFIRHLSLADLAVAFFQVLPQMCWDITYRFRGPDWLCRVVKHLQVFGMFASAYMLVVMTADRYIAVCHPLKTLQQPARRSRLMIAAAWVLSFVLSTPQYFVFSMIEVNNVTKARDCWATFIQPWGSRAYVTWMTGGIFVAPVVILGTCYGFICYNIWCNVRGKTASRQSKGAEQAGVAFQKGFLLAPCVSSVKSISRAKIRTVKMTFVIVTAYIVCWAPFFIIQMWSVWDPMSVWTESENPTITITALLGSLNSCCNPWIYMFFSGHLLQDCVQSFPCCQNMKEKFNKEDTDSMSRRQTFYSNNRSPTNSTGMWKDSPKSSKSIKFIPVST
OXTR agonist – human OXTR agonists, primary screen, fluorescence, CHO-OTR cells, Fluo-8 calcium. Fluo-8 calcium fluorescence; normalized: DMSO 0%, oxytocin 100%. activation, % at 3 µM. 320,000 tested, 0.32% active. AID 2435, 2010;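 active means activation above the mean of all tested compounds plus 3 SD, cutoff set per screening run, cut at about 20% in these data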;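 further: peak over basal fluorescence ratio from a 100 s FLIPR kinetic read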
GPR7 antagonist – GPR7 receptor antagonists, primary screen, cell-based, fluorescence, single concentration; Neuropeptides B/W receptor type 1 (Homo sapiens), P48145; GPR7-expressing cells, fluorescence antagonist assay; inhibition, % at 4.4 µM; 290,000 tested, 1.1% active; AID 1861, 2009; in the data active means inhibition above about 16%, passing the limit was not always enough;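 further: cells stimulated with the agonist NPW; 0% = agonist with vehicle and 100% = vehicle without agonist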
Target sequence (P48145 whole entry, looked up): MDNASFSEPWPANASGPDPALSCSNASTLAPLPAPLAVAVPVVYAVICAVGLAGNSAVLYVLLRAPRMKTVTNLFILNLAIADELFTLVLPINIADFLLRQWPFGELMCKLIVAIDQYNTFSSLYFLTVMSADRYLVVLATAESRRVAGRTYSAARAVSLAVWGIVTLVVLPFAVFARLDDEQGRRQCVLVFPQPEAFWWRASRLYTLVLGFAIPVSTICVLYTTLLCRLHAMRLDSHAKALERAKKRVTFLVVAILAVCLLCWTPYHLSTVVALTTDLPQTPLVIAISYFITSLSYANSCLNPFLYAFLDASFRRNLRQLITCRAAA
CHO parental Ca – ATP-evoked calcium signal inhibitors, parental CHO, primary screen, counter-screen for OX1R antagonist project, cell-based, fluorescence, Fluo-8 calcium dye; parental CHO-K1, ATP-induced calcium, Fluo-8 fluorescence; inhibition, % at 5.6 µM; 330,000 tested, 0.63% active;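 active means inhibition above that plate's mean sample inhibition plus 3 SD, cut at about 26% in these data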;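 further: 0% = ATP-challenged DMSO wells and 100% = DMSO wells without ATP; some compounds past the cut are filed as inactive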
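Test system: untransfected parental CHO cell line. Compound: one dose, 5.6 µM nominal. Detection: intracellular calcium via Fluo-8 no-wash fluorescent dye. Measure: % inhibition. Benchmarks: ATP-challenged DMSO wells low, unchallenged DMSO wells high.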
CHO-K1 Ca antag – M1 antagonist counterscreen hit in parental CHO-K1 cells; ATP-induced calcium, Fluo-8 fluorescence; inhibition, % at 3 µM; 360,000 tested, 0.6% active;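 active means inhibition above a per-plate cutoff, the plate's mean sample inhibition plus 3 SD, cut at about 24% in these data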;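 further: 0% = DMSO plus EC80 ATP and 100% = DMSO alone without ATP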
Numbers without * were called inactive; / = not tested or not shown. The order is random; overall some 3.5% were active at least once.

Under each structure: CHO-K1 Ca ag	TAAR1 antag	CHO-K1 Ca PAM	OXTR potentiate	V1aR counter	OXTR agonist	GPR7 antagonist	CHO parental Ca	CHO-K1 Ca antag
[1] COc1cccc(OC)c1C(=O)Nc1cccc(NC(=O)c2cccs2)c1
    0.9	2	-17	-4	0.5	0.7	-10	-12	6
[2] Cc1nn(S(=O)(=O)c2ccccc2)c(C)c1S(=O)(=O)N1CCOCC1
    0.2	-12	6	-3	0.0	0.1	-6	-7	-4
[3] COC(=O)c1cc(S(=O)(=O)N2c3ccccc3CC2C)c[nH]1 (stereo unspecified)
    2.3	4	11	-10	3.7	1.2	-2	-9	-8
[4] Cc1nnc(SCC(=O)NN2C(=O)NC3(CCCCC3)C2=O)s1
    0.3	-13	19	-1	0.5	1.2	-10	-2	1
[5] Fc1ccc(NC(=S)Nc2nccs2)cc1
    3.8	-9	10	-10	2.2	2.1	3	4	-9
[6] CN(C)C(=O)c1c2c(nc3ccccc13)-c1ccccc1CC2
    0.8	9	-4	-7	-0.3	-1.2	-12	-22	0
[7] CCOC(=O)C(C)On1c(SC(C)C(=O)OCC)nc2ccccc2c1=O (stereo unspecified)
    0.6	12	6	7	-1.6	-1.0	-13	-10	-4
[8] CCOc1ccc(N(C)S(=O)(=O)c2ccc3[nH]cc(C(=O)NCC(OC)OC)c(=O)c3c2)cc1
    4.5	17	6	-10	-0.9	-0.8	-3	-7	-9
[9] CCNC(=O)N1CCNC(=O)C1CC(=O)OC (stereo unspecified)
    0.3	-37	18	-11	0.7	0.9	-4	3	-11
[10] CC(=O)CCC(=O)NC1CCCc2c1cnn2-c1ccc(C(C)(C)C)cc1 (stereo unspecified)
    6.6	0	0	-13	12	10	-20	9	2
[11] CC(C)CNC(=O)CN1C(=O)NC2(CCc3ccccc32)C1=O (stereo unspecified)
    1.3	8	22	-2	0.6	1.1	-4	-6	-12
[12] O=C(Nc1ccc(N2CCN(Cc3ccccc3)CC2)cc1)c1ncn[nH]1
    0.0	19	4	-10	0.2	-0.2	-15	0	-3
[13] CCCCC1=CC2=CC(=O)C(C)(OC(=O)CC)C(=O)C2=CN1CCCCO (stereo unspecified)
    2.0	4	17	0	0.2	1.1	/	-11	-8
[14] O=C(NCc1ccccc1)c1csc2c1CCCCC2
    0.2	-14	2	-4	-1.2	-2.7	7	-8	-6
[15] Cc1nc2c(Br)c3nc(C(F)(F)F)[nH]c3c(Br)c2[nH]1
    0.4	/	10	-6	0.7	0.1	-10	-3	-2
[16] O=C(Cc1ccc(F)cc1)Nc1cccc2cccnc12
    0.0	-9	13	0	0.2	-3.3	-10	-15	-6
[17] CCC(C)(C)n1nnnc1C(c1ccc(OC)cc1)N1CCN(C(=O)c2ccco2)CC1 (stereo unspecified)
    0.2	8	3	-2	-0.2	0.5	-2	-14	-20
[18] CN(C)CCCN(C(=O)COc1ccccc1)c1nc2c(F)cccc2s1
    3.0	-1	14	-5	1.4	4.9	-12	-14	-10
[19] C=CCCC(=O)N1C[C@H]2CON(C)[C@H]2C[C@H]1c1ccc(Br)cc1
    -0.2	0	-8	/	/	/	/	/	13
[20] CCN(CC(=O)Nc1ccc2c(c1)OCCO2)S(=O)(=O)c1cccs1
    1.1	7	-6	-5	1.1	1.1	0	-8	-4
[21] COc1ccc2ccccc2c1/C=N/NC(=O)c1sc(N)c(C#N)c1C
    4.5	28	24	-3	0.4	-1.4	0	-14	-14
[22] C=CCNc1nc(NCC)nc(N2CCOCC2)n1
    1.1	-16	11	-11	0.6	1.5	5	15	-6
[23] Cc1ccccc1Cn1cc(S(=O)(=O)CC(=O)N2CCCCC2)c2ccccc21
    3.9	2	5	-3	-0.4	-1.3	0	-14	0
[24] COc1ccc(C(=O)/C=C/c2ccc(O)cc2)c(O)c1C/C=C(\C)CCC=C(C)C
    0.4	-12	10	-5	0.8	-1.2	/	5	6
[25] Cc1cccc(C(=O)Nc2nnc(SCC(=O)NCc3ccco3)s2)c1
    0.2	-9	-20	-8	3.5	1.1	1	-17	7
[26] COc1cc(NC(=O)CN2C(=O)CSc3ccc(S(=O)(=O)N4CCCC4)cc32)cc(OC)c1
    0.1	0	14	1	0.3	-1.3	2	-19	-10
[27] Cc1cc(C)c(S(=O)(=O)NCCn2ccc3ccccc32)c(C)c1
    0.0	-10	-6	-5	0.1	-0.6	-11	-7	2
[28] O=C1c2ccccc2NC(c2ccccc2Br)N1CCCN1CCOCC1 (stereo unspecified)
    0.1	1	10	-8	-1.1	-1.6	-1	-8	-7
[29] Nn1c(SCC(=O)Nc2ccc(S(N)(=O)=O)cc2)nnc1-c1ccco1
    0.3	-23	-2	-4	-0.7	0.4	-8	4	8
[30] Cc1ccc2[nH]c3ccccc3c(=O)c2c1
    6.6	7	4	-16	4.5	6.2	3	-3	-15
[31] COc1cc([N+](=O)[O-])cc(/C=N/NC(=O)c2cncc(Br)c2)c1O
    0.4	-26	11	7	-0.7	0.4	-8	-2	-10
[32] CCc1nnc(NC(=O)CSc2ncnc3c2cnn3-c2ccc(OC)cc2)s1
    0.1	-29	8	1	0.6	0.2	-4	-4	-14
[33] CN1CCN(CCCCOc2ccccc2C=O)CC1
    -0.2	4	-9	-5	0.8	-0.4	1	-10	5
[34] CC(C)NC(=O)N1Cc2cc(C(=O)NC3CCCC3)nc(-c3cccc(-c4cccnc4)c3)c2[C@@H]1CCO
    1.8	7	8	/	/	/	/	/	-13
[35] COc1ccc(-c2nnc(SCC(=O)N3CCCC3)o2)cc1
    2.2	-15	-7	-10	0.8	0.3	-3	-5	-18
[36] COc1nc(Nc2ccc(O)cc2)nc(OC(C(F)(F)F)C(F)(F)F)n1
    0.5	4	-3	-2	-0.8	-0.1	-15	-12	19
[37] COc1cc(OC)cc(C(=O)N[C@H](C(=O)Nc2cc(C)cc(C)c2)C(C)C)c1
    6.4	-26	0	-25	-1.1	-2.1	-22	-27	-11
[38] Cn1c(=O)c2c(nc(N/N=C/c3ccc(OC(=O)c4ccco4)cc3)n2Cc2ccc(F)cc2)n(C)c1=O
    -0.1	-11	-9	-3	-0.3	0.3	-9	-5	14
[39] Cc1cc(C)cc(-n2ccnc2SCC(=O)O)c1
    0.4	-10	18	-16	0.3	0.5	30*	2	-3
[40] COC(=O)[C@@H](NC(=O)c1ccc(OC2CCN(Cc3ccccn3)CC2)cc1)C(C)C
    1.4	-5	26	-12	0.1	-0.8	-6	-6	-16
[41] Cc1ccc(/C=N/NC(=O)NC2CCCCC2)o1
    1.8	-13	14	-2	-0.3	-1.9	-1	5	-2
[42] CC(C)C[C@H](NC(=O)c1[nH]cnc1C(=O)N[C@@H](Cc1ccccc1)C(=O)OCc1ccccc1)C(=O)OC(C)(C)C
    0.0	7	-17	-2	2.3	1.4	-24	-19	0
[43] O=C(CN1CCN(c2ncccn2)CC1)NCc1ccc2c(c1)OCO2
    -0.4	-13	-6	-5	0.5	0.1	-10	5	-4
[44] O=C(Nc1ccccc1N1CCN(C(=O)c2ccccc2)CC1)c1cc2ccccc2o1
    0.9	26	23	-8	0.4	-0.6	-11	-15	-11
[45] COC(=O)c1cc2occc2n1CC(=O)Nc1ccc(C)cc1C
    0.4	1	6	-2	-0.1	2.3	-14	-11	-14
[46] Cc1ccc(SCC(=O)NC2CCCCCC2)cc1
    -0.4	-10	-13	5	-0.4	-1.4	-15	-17	2
[47] Cc1cccc(CSCc2ccc(C(=O)NC3CCCC3)o2)c1
    1.0	-15	6	-16	-0.3	-2.7	9	-3	-11
[48] CCOC(=O)c1ccccc1NC(=O)Cn1cnc2c(cnn2-c2ccccc2)c1=O
    0.8	19	20	-15	0.6	0.1	-13	-17	-6
[49] Cc1cccc(C(=O)Nc2nnc(C3=COCCO3)o2)c1
    0.6	1	18	1	-0.4	0.0	-3	-7	-16
[50] C=CCOc1nc2c(c(=O)n(C)c(=O)n2C)n1Cc1ccccc1Cl
    5.1	7	2	-5	1.5	1.6	-16	-17	-5
[51] CCn1nc(C)c(/C=N\NC(=O)c2ccc3c(c2)OCO3)c1C
    0.4	-5	13	-11	0.2	-0.8	0	-4	-1
[52] CS(=O)(=O)Nc1ccc(C(=O)NCCSc2ccc(Cl)cc2)cc1
    3.9	3	8	-12	3.7	1.5	-2	-7	-5
[53] O=C(/C=C/c1ccc(F)cc1)Nc1ccc(S(=O)(=O)N2CCOCC2)cc1
    0.3	15	-16	-12	6.0	2.6	-25	-11	8
[54] CCOC(=O)C1=CC[C@@H](c2ccc([N+](=O)[O-])cc2)N(S(=O)(=O)c2ccc(C)cc2)[C@H]1c1ccccc1
    1.0	-12	26	/	/	/	/	/	-3
[55] Fc1ccc(NC(=S)N2CCCC2)cc1
    -0.2	9	-4	-15	-1.1	-0.2	1	-6	12
[56] CC1CN(C(=O)COC(=O)c2ccc3ccccc3c2)CC(C)O1 (stereo unspecified)
    0.6	-9	17	/	/	/	/	/	-8
